# Screening results: PubChem BioAssay, National Center for Advancing Translational Sciences (NCATS)
# KB-V1 cytotox: qHTS assay for MDR1-selective chemotherapeutics: Primary screen using the drug-selected MDR subline cells KB-V1; 400,000 tested, 3.4% active; AID 1347076, 2019; Potency, µM (titrated, usually from 46.1 µM), for inactives: at the top dose activity change, negative = cytotoxicity, usual class: cytotoxic; KB-V1 MDR cells viability, CellTiter-Glo, 72 h; note: potency is the fitted concentration of half-maximal effect; % is set by controls: 0 for no effect and ±100 for the full control effect; nearly all actives have a fitted effect of over 60% in size
#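 Drug-selected KB-V1 cells, grown in DMEM lacking phenol red with 10% FBS, receive compound titrations; after three days at 37 degrees C, surviving cell ATP is quantified by CellTiter-Glo luminescence and responses normalized and curve-fitted.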
# KB-3-1 tox: qHTS assay for MDR1-selective chemotherapeutics: Primary screen using the parental adenocarcinoma cell KB-3-1; Potency, µM (doses to about 46.1 µM), inactives show top-dose activity change, negative = cytotoxic, most hits filed as cytotoxic; 400,000 tested, 1.4% active; KB-3-1 viability, CellTiter-Glo ATP luminescence, 72 h; AID 1347075, 2019; note: potency is the fitted concentration of half-maximal effect; % is set by controls: 0 for no effect and ±100 for the full control effect; nearly all actives have a fitted effect of over 60% in size
#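 Multi-concentration cytotoxicity screen in KB-3-1 cells grown in DMEM lacking phenol red with 10% FBS. After 72 h at 37 °C with compound, ATP-dependent luminescence was recorded.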
# HT1080 IDH1KD tx: qHTS for induction of synthetic lethality in tumor cells producing 2HG: qHTS for the HT-1080-IDH1KD cell line | HT-1080 IDH1 knockdown viability, ATP luminescence, 48 h | Potency, µM (doses to about 46.1 µM), inactives show at the highest dose activity, negative = toxicity, usual class: cytotoxic | AID 686971, 2013 | 360,000 tested, 2% active;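 note: potency is the fitted concentration of half-maximal effect; 0% = DMSO wells and -100% = cell-free medium wells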
#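 Cytotoxicity counter-line: IDH1KD HT-1080, 48 h, CellTiter-Glo. Curves classed by r2, magnitude and activity.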
# SW480 rereplic: A quantitative high throughput screen for small molecules that induce DNA re-replication in SW480 colon adenocarcinoma cells; Potency, µM (titrated, usually from 46.1 µM), for the others: top-dose re-replication activation, hits mostly activators; 340,000 tested, 1.8% active; AID 624297, 2012; SW480 DNA re-replication, Hoechst DNA content imaging, 48 h; note: potency is the fitted concentration of half-maximal effect; % of control where 0% means no effect; nearly all actives have a fitted effect of over 55% in size
#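 Image-based DNA-content assay: after two days of treatment, nuclei were labelled with the DNA dye Hoechst and imaged, and hits were compounds raising the count of nuclei showing high fluorescence intensity.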
# IL1B secr inh: qHTS for Inhibitors of Inflammasome Signaling: IL-1-beta AlphaLISA Primary Screen; THP-1 LPS/ATP IL-1B secretion, AlphaLISA, 16 h; stronger effect = lower value; activity change, % at 57.5 µM; 360,000 tested, 4.7% active; in the data active = activity change below about -50%; inconclusive = mostly about -30% to -49%; note: % is set by controls: 0 for no effect and ±100 for the full control effect
#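 THP-1 cells pretreated 1 hr with compounds (up to 57.5 uM final), then stimulated with LPS (250 ng/mL final) plus ATP (1.25 mM final); secreted IL-1B measured by AlphaLISA after 16 hr, decreased signal indicating inhibition.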
# MCF10A rerep: A quantitative high throughput screen for small molecules that induce DNA re-replication in MCF 10a normal breast cells; 350,000 tested, 2.9% active; MCF 10A DNA re-replication, Hoechst nuclear intensity, 48 h; AID 624296, 2012; Potency, µM (titrated, usually from 46.1 µM), inactives show at the highest dose activity, positive = re-replication, usual class: activators; note: potency is the fitted concentration of half-maximal effect; % of control where 0% means no effect; nearly all actives have a fitted effect of over 50% in size
# HEK293 tox: qHTS of GLP-1 Receptor Inverse Agonists: Cytotox Screen; HEK293 cAMP-luciferase reporter cells, luminescence, 24 h; Potency, µM (doses to about 38.3 µM), inactives show top-dose activity change, negative = inhibition, hits mostly inhibitors; 410,000 tested, 0.13% active; AID 624418, 2012;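 note: loss of luciferase light is scored as toxicity; potency is the fitted concentration of half-maximal effect; % is set by controls: 0 for no effect and ±100 for the full control effect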
#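 Compound-treated cells are incubated 24 hr at 37 deg C under 5% CO2 after a 12 hour attachment period, then luciferase detection reagent is added and luminescence is measured following 12 min at room temperature; lowered signal indicates toxicity.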
# DRD3 agonist: qHTS of D3 Dopamine Receptor Agonist: qHTS; 410,000 tested, 0.58% active; AID 652048, 2013; max activation, %; D3R DiscoveRx beta-arrestin cells, luminescence, 90 min; D(3) dopamine receptor (Homo sapiens), P35462; in the data active = max activation above about 30%; note: 0% is about no effect; mostly tested at two doses, the higher about 12 µM
# Target sequence (P35462 whole entry, looked up): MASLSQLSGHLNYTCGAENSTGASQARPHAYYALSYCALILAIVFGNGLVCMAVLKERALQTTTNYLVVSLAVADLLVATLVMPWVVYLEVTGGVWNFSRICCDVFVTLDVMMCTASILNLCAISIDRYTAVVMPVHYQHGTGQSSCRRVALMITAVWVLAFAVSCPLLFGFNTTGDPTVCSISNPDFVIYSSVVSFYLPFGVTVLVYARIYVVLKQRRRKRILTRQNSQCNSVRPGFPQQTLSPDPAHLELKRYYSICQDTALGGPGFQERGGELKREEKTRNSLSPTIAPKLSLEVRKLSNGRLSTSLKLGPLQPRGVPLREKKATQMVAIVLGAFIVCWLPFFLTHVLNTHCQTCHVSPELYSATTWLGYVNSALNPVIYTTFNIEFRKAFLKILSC
#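 Agonist mode: compounds and dopamine controls were applied to plated cells for 90 min at 37 degrees C after an overnight attachment at 1500 cells/well. Luminescent read-out followed 30 - 60 minutes at room temperature with DiscoveRx detection reagent.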
# HT1080-NT tox: qHTS for induction of synthetic lethality in tumor cells producing 2HG: qHTS for the HT-1080-NT fibrosarcoma cell line; HT-1080-NT fibrosarcoma viability, CellTiter-Glo ATP luminescence, 48 h; Potency, µM (titrated, usually from 46.1 µM), for the others: at the highest dose activity, negative = less viability, most hits filed as cytotoxic; 360,000 tested, 1.6% active; AID 686970, 2013;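 note: NT is the 2HG producing partner of a matched IDH1 knockdown line; potency is the fitted concentration of half-maximal effect; 0% = DMSO-treated cells and -100% = media-only wells without cells; nearly all actives have a fitted effect of over 55% in size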
#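 Viability by CellTiter-Glo luminescence after 48 h compound exposure at 37C of HT-1080-NT cells (750/well, RPMI, 5% FBS). % activity scaled between DMSO wells and medium-only wells, then curve-fitted and categorized by curve class.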
# * hit, by the source's call; ? = inconclusive; · = not tested or not shown; & = joins results of further samples; [ ] = dose if it differs, or a comment. Unless noted, calls come from the whole dose curve; as a rule, active = well fitted curve in the direction sought with a large enough effect; inconclusive = small, poorly fitted or top-dose-only effect, or another doubt; inactive = no such curve, though single readings can be large; an effect the other way counts as inactive or inconclusive. Random draw from the library; 11% or so of the library scored in one or more.
SMILES,KB-V1 cytotox,KB-3-1 tox,HT1080 IDH1KD tx,SW480 rereplic,IL1B secr inh,MCF10A rerep,HEK293 tox,DRD3 agonist,HT1080-NT tox
CCC1=C(OC(=O)N(CC)CC)N2C(=O)OC(=NCC3CC3)[C@]2(C)[C@H]2C1=CC[C@H]1C(=O)N(CC(=O)OC)C(=O)[C@H]12,-5.4%,4.7%,5.8%,24.6%[9.22 µM],25.0,-2.1%,2.6%,5.1,3.3%
CCOC(=O)N1C(=O)C[C@](Sc2ccc(C)cc2)(C(=O)OC)[C@H]1c1ccccc1,0.0%,10.5%,0.2%,·,-13.1,·,-5.5%,3.1,0.0%
CC(=O)c1cc2c(cc1NS(=O)(=O)c1ccc3c(c1)OCCO3)OCO2,?,-16.4%,-0.2%,14.9%,4.0,?,-24.3%,-3.4,12.5%
CCOC(=O)N1CCN(C(=O)COC(=O)c2cc(C)ccc2C)CC1,-0.9%,11.6%,6.2%,1.3%,25.8,2.8%,4.1%,5.3,8.9%
CCn1c(=O)c2cc(C(=O)Nc3cccc(C(F)(F)F)c3)sc2c2ccccc21,0.0%,5.2%,·,·,·,·,-2.8%,0.2,·
CC1(C(=O)NS(=O)(=O)c2cccs2)CCN1C(=O)C1(c2ccc(Cl)cc2)CCC1 (stereo not drawn),3.5%,0.0%,-3.5%,·,0.0,·,-3.2%,1.2,-3.7%
Cc1cc(Cl)cc(C)c1OCCNCc1ccccc1,-9.1%,-2.8%,?,-0.4%,-96.0*,?,1.1%,-17.4,18.4µM*
Cn1ncc(Br)c1C(=O)NC1CCCCC1,-9.9%,-1.1%,-8.2%,8.6%,-10.2,12.2%,5.5%,-8.1,-10.5%
CCCC(=O)N1CCC1(C)C(=O)NS(=O)(=O)c1cccs1 (stereo not drawn),1.8%,0.0%,3.1%,·,0.4,·,4.4%,-2.5,23.2%
Cc1cc2ncn(C(=O)c3ccc(F)cc3)c2cc1C,7.3%,-15.7%,8.4%,-3.1%[9.22 µM],-0.3,3.9%,1.4%,-1.4,6.5%
Cc1oc2c(c1C(=O)NCCCC(=O)O)CCCC2,8.5%,0.7%,15.8%,-0.7%,4.4,8.6%,-21.1%,9.3,0.0%
COc1cccc(-c2nc(CS(=O)(=O)CC(=O)NCCc3ccc(C)cc3)c(C)o2)c1,-14.7%,-12.6%,-7.3%,1.9%,-0.5,6.3%,7.7%,-4.2,-13.2%
NC(=O)C1CCN(CC(=O)NC(=O)NC2CCCC2)CC1,?,5.6%,3.0%,3.0%,19.5,4.4%,-1.1%,6.5,2.0%
Cc1ccc(-n2ncc(C(=O)NCCN3CCN(C)CC3)c2C2CCN(C(=O)OC(C)(C)C)CC2)cc1,1.1%,0.6%,·,·,·,·,2.6%,-3.4,·
O=[N+]([O-])/C(C(Cl)=C(Cl)Cl)=C1\Nc2ccccc2O1,0.2%,-1.2%,-14.1%,-15.6%,9.3,0.6%,-3.6%,2.6,-19.4%
C/C(=N\NC(=S)NCc1ccccc1)c1ccc(Cl)s1,0.7%,9.2%,-14.7%,-22.6%,8.0,2.1%,8.7%,-7.5,-4.1%
N=c1scc(-c2ccccc2)n1/N=C/c1ccco1,?,-5.5%,12.6%,-5.4%,?,15.3%,-4.8%,2.4,12.2%
Cc1ccc(C(=O)NNC(=O)CCN2C(=O)C3CCCCC3C2=O)cc1 (stereo not drawn),7.7%,23.2%,4.9%,-7.7%,30.4,-0.8%,-1.7%,6.3,7.3%
CCNC(=S)NN(c1ccccc1)c1ccccc1,2.6%,12.1%,5.6%,-1.7%,5.2,3.2%,7.0%,1.1,4.3%
COc1cccc(C(=O)N2CCC(C(=O)NCc3ccco3)CC2)c1,-14.1%,9.0%,5.4%,11.2%,0.4,0.5%,-2.2%,-3.8,13.9%

# Retrieved by compound from above, 4 records:
SMILES,KB-V1 cytotox,KB-3-1 tox,HT1080 IDH1KD tx,SW480 rereplic,IL1B secr inh,MCF10A rerep,HEK293 tox,DRD3 agonist,HT1080-NT tox
CCn1c(=O)c2cc(C(=O)Nc3cccc(C(F)(F)F)c3)sc2c2ccccc21,0.0%,5.2%,·,·,·,·,-2.8%,0.2,·
CCNC(=S)NN(c1ccccc1)c1ccccc1,2.6%,12.1%,5.6%,-1.7%,5.2,3.2%,7.0%,1.1,4.3%
O=[N+]([O-])/C(C(Cl)=C(Cl)Cl)=C1\Nc2ccccc2O1,0.2%,-1.2%,-14.1%,-15.6%,9.3,0.6%,-3.6%,2.6,-19.4%
Cc1cc2ncn(C(=O)c3ccc(F)cc3)c2cc1C,7.3%,-15.7%,8.4%,-3.1%[9.22 µM],-0.3,3.9%,1.4%,-1.4,6.5%

# (cont.)
SMILES,KB-V1 cytotox,KB-3-1 tox,HT1080 IDH1KD tx,SW480 rereplic,IL1B secr inh,MCF10A rerep,HEK293 tox,DRD3 agonist,HT1080-NT tox
O=C(Oc1cccc2cccnc12)c1ccco1,?,?,-15.0%,?,33.9,?,?,-12.8,-21.3%
O=C(NCc1cccnc1)C1c2ccccc2C(=O)N1C1CCCCCC1 (stereo not drawn),18.4µM*,-1.5%,4.3%,-5.3%,7.4,1.0%,-2.5%,-6.6,12.0%
CN1C(C)(C)CCCC1(C)C,16.3%,0.0%,-13.0%,-32.7%&-7.1%[inhibitor],-4.7,-2.6%&-2.9%,-1.2%,13.2&-8.3,3.7%
NS(=O)(=O)c1ccc(N2C(=O)CCCC2=O)cc1,-8.6%,1.3%,14.4%,·,6.4,·,1.1%,3.0,18.6%
CNC(=O)CCc1ccc(OC)cc1,20.7%,3.5%,14.6%,-1.5%,11.2,9.4%,3.5%,6.7,2.3%
Cc1cccc(-n2ncc3c(NNC(=O)c4ccco4)ncnc32)c1,1.5%,2.6%,-2.5%,?,-1.9,5.9%,-12.8%,4.7,-1.3%
C=CCOc1ccc(CN(C)c2ccc(S(=O)(=O)N3CCN(C)CC3)cc2[N+](=O)[O-])cc1,8.2µM*,?,-10.0%,3.5%,-25.3,?,?,1.5,-9.7%
Cc1ccccc1-c1ccc(=O)n(CC(=O)Nc2ccc(S(=O)(=O)N(C)C)cc2)n1,-6.1%,-0.8%,0.3%,2.1%,-19.2,-10.6%,-13.8%,6.5,2.6%
NC(=O)c1c(NC(=O)C(=O)NCCCN2CCOCC2)sc2c1CCCC2,8.1%,4.2%,10.8%,-11.5%,-21.4,-31.6%[inhibitor],14.7%,3.0,8.1%
CCn1c(C(C#N)/C(=N\S(=O)(=O)c2cccs2)c2ccccc2)nc2ccccc21 (stereo not drawn),-1.5%,-4.8%,-1.8%,-3.9%,24.7,?,-11.7%,-11.6,-7.0%
Cc1cc(SCC#N)nc2ccccc12,-13.2%,-6.4%,7.5%,0.8%,-22.7,-2.9%,6.2%,3.7,9.7%
Cn1c(CNC(=O)c2ccco2)nnc1SCC(=O)N1CCN(c2ccccc2F)CC1,-10.0%,-5.8%,13.6%,-4.6%,17.4,-4.8%,12.0%,0.2,0.5%
Cn1nc(C(F)(F)F)c(C(=O)Nc2ccc(F)cc2)c1Cl,-4.5%,1.9%,2.2%,-3.2%,10.6,7.9%,-8.0%[7.66 µM],-4.9,3.2%
COc1ccc(OC)c(NC(=O)CCc2nnc3ccc(NCc4ccco4)nn23)c1,0.3%,2.2%,0.0%,-18.1%,-2.7,-3.0%,2.4%,5.7,-0.1%
CN(CC(=O)NCc1cccnc1)S(=O)(=O)c1ccc2c(c1)c(=O)n(C)c(=O)n2C,0.0%,-1.8%,0.2%,3.9%,16.6,-0.4%,5.9%,-4.0,14.1%
COc1ccc(N2CCN(C(=O)c3cc4ccccc4o3)CC2)cc1,6.2%,19.8%,4.3%,-20.2%,-16.2,-29.2%,11.3%,0.5,2.2%
CN(C)S(=O)(=O)c1cc(C(=O)NCC2CCCO2)c(Cl)cc1Cl (stereo not drawn),14.1%,13.7%,7.0%,-8.5%,8.1,2.5%,-13.1%,-3.2,12.0%
CN(c1ccccc1)S(=O)(=O)c1cccc(NC(=O)CC(C)(C)C)c1,2.59µM*,1.1%,1.2%,1.0%,-22.7,-0.8%,-15.4%,14.4,19.8%
O=C1c2c(O)cccc2Cc2cccc(O)c21,0.2%,9.7%,3.6%,-9.6%&-3.6%,-1.0,0.6%&-0.9%,7.2%,0.6&3.0,7.5%
CCCNc1nc(NCC)nc(OC)n1,0.0%,6.6%,7.9%,0.5%,-8.8,2.7%,21.7%,3.7,-3.4%
NCC(=O)NNC(=O)OCC1c2ccccc2-c2ccccc21,9.7%,1.4%,3.9%,4.9%,-1.9,-3.2%,-8.6%,-5.1,-11.0%
O=C(COC(=O)c1c(Cl)cccc1Cl)Nc1ccccc1Br,18.4µM*,-5.3%,3.0%,7.2%,6.9,?,11.3%,3.5,-1.2%
CCc1nccn1S(=O)(=O)c1ccc(Br)cc1Br,-3.4%,10.9%,13.5%,-9.5%,0.0,11.0%,-6.9%,-1.9,8.9%
CCOc1ccccc1Nc1nc2ccccc2[nH]1,-15.9%,-5.3%,-0.9%,-15.6%,-17.2,-2.0%,9.8%,0.4,-14.9%
CCN(CC)CCn1c(NCc2ccc(OC)cc2)nc2ccccc21,-21.0%,?,-19.5%,2.8%,-0.8,22.0%,6.0%,-14.2,-12.2%
